Rac1 mut GTP: GTP binding modulators of activated mutant Rac1, primary screen, biochemical, bead-based flow cytometry, multiplex, fluorescent GTP. 190,000 tested, 0.11% active. Ras-related C3 botulinum toxin substrate 1 (Homo sapiens), P63000. GST-Rac1 activated beads; actives lie on both sides; 100% means binding = to untreated wells. percent activity (GTP binding), % at 10 µM;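 active means GTP binding at least 20 percentage points away from the 100% baseline, in either direction, so actives lie on both sides; inconclusive means Compound likely fluorescent itself, or too few beads counted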
Rac1 wt GTP bind: wildtype Rac1 GTP binding modulators, primary screen, biochemical, GST-Rac1 beads, flow cytometry, multiplex | 190,000 tested, 0.27% active | fluorescent GTP binding; actives lie on both sides; 0 = cold GTP competed, 100 = untreated | Ras-related C3 botulinum toxin substrate 1 (Homo sapiens), P63000 | GTP binding activity (% of control), % at 10 µM | AID 757, 2007;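 active means GTP binding activity at least 20 points away from the 100% control level, either lower or higher; inconclusive means compound flagged as likely green fluorescent, judged across all proteins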
Mcl1 Noxa PPI: Mcl-1/Noxa binding inhibitors, primary screen, biochemical, TR-FRET, 1536-well | inhibition, % at 21.7 µM | AID 1022, 2008 | Induced myeloid leukemia cell differentiation protein Mcl-1 (Homo sapiens), Q07820 | TR-FRET Mcl-1/Noxa peptide binding, 2 h | 220,000 tested, 1.5% active;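 active means compounds that cut the protein-peptide binding signal by more than 50% relative to plate controls in a single-dose test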;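 further: His-tagged Mcl-1 with rhodamine Noxa BH3 peptide and terbium anti-His antibody; 0% = Mcl-1 plus Noxa peptide wells and 100% = peptide-only wells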
Target sequence (Q07820 whole entry, looked up): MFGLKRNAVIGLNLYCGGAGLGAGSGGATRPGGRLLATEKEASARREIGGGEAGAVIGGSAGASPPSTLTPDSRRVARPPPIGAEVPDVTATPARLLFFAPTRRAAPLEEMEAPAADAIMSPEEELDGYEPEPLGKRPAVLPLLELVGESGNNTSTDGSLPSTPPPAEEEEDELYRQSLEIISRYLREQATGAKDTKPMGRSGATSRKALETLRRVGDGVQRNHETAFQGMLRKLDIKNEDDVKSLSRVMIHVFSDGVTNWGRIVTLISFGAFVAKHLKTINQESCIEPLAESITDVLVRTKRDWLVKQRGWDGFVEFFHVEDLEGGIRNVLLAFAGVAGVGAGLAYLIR
Mcl1 Bid PPI: Mcl-1/Bid binding inhibitors, primary screen, biochemical, TR-FRET, 1536-well; Induced myeloid leukemia cell differentiation protein Mcl-1 (Homo sapiens), Q07820; TR-FRET Mcl-1/Bid-Dy647 peptide binding; inhibition, % at 21.7 µM; 220,000 tested, 0.97% active; AID 1021, 2008;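 active means compounds that cut the binding signal by more than half at the single screening dose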;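 further: His-tagged Mcl-1 with europium anti-His antibody binding Bid BH3 peptide; 0% = Mcl-1 plus peptide wells and 100% = peptide-only wells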
Rab7 wt modul: modulators of GTP binding to Rab7, primary screen, biochemical, wildtype, multiplex bead flow cytometry; Rab7 GTPase wild type (dog), Bodipy-FL-GTP binding; GST-Rab7 beads, fluorescent GTP binding; actives lie on both sides; untreated = 100%, excess cold GTP = 0%; GTP binding activity (percent of control), % at 10 µM; 190,000 tested, 0.055% active; AID 758, 2007;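 active means fluorescent GTP binding to Rab7 beads changed by at least 20 points from the 100% baseline, either direction, mostly lower; inconclusive means compound itself probably fluorescent, or too few beads counted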;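 further: median green fluorescence of bound Bodipy-FL-GTP per Rab7 bead population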
Cdc42 wt: modulators of GTP binding to wildtype Cdc42, primary screen, biochemical, multiplex bead flow cytometry, Bodipy-GTP; Cell division control protein 42 homolog (Homo sapiens), P60953; GST-Cdc42 beads; actives lie on both sides; percent activity (GTP binding), % at 10 µM; 190,000 tested, 0.2% active; AID 761, 2007;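 active means percent activity GTP binding at least 20 points away from the 100% baseline, either down as inhibitor or up as activator; inconclusive means compound flagged as likely green fluorescent from well-wide comparison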;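 further: median bead fluorescence of bound Bodipy-FL-GTP at 100 nM; 0% = excess unlabeled GTP control and 100% = no compound control; below 100% means less GTP binding so inhibitor and above means activator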
Target sequence (P60953 whole entry, looked up): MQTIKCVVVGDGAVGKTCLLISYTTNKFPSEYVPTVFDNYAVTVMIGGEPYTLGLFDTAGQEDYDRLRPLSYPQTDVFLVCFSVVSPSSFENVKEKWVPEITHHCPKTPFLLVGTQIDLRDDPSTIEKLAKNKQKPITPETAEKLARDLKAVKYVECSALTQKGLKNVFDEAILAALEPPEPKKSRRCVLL
Mcl-1 Bim block: inhibitors of Bim peptide binding to Mcl-1, primary screen, biochemical, bead-based flow cytometry, multiplex; Induced myeloid leukemia cell differentiation protein Mcl-1 (Homo sapiens), Q07820; Bim peptide-Mcl-1 binding; inhibition, % at 10 µM; 190,000 tested, 0.1% active; AID 1009, 2008; in the data active means inhibition above about 40%;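 further: 0% = no compound tracer wells and 100% = peptide blocker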
Rab2 wt GTP: modulators of GTP binding to Rab2A wildtype, primary screen, biochemical, dog, bead-based flow cytometry, multiplex. GTP binding activity, % at 10 µM. GST-Rab2 wt beads, Bodipy-GTP binding. 190,000 tested, 0.19% active. Ras-related protein Rab-2A (Canis lupus familiaris), P61105. AID 760, 2007;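 active means GTP binding activity at least 20 points away from 100%, either lowered or raised; inconclusive means signal likely due to the compound's own green fluorescence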;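 further: 0% = beads with excess unlabeled GTP and 100% = no-compound control corrected for plate trend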
HRas wt GTP: modulators of GTP binding to HRas wildtype, primary screen, biochemical, bead-based flow cytometry, multiplex. GTP binding activity, % at 10 µM. 190,000 tested, 0.14% active. GTPase HRas (Homo sapiens), P01112. GST-Ras wt beads, Bodipy-FL-GTP binding; actives lie on both sides;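 active means GTP binding activity at least 20% away from the 100% baseline, either lowered as inhibitor or raised as activator; inconclusive means flagged as likely green fluorescent, judged across all proteins in the well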;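 further: 0% = unlabeled GTP competition control and 100% = no-compound control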
Target sequence (P01112 whole entry, looked up): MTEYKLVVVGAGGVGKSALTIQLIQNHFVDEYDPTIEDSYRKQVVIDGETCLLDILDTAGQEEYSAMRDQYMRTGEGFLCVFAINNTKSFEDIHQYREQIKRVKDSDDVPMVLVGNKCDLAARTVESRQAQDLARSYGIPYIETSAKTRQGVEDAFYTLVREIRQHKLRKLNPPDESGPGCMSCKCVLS
Avidin bead fluor: green autofluorescence of compounds with avidin beads – biophysical, 488/530 nm, flow cytometry, artefact control, profiling panel; compound fluorescence 488/530 nm; active compounds read high; fluorescence (KMESF) at 10 µM; 220,000 tested, 0.38% active; AID 1775, 2009; in the data active means fluorescence above about 47; further: inactives centre near 10
Pf gametocyte: late stage P. falciparum gametocyte viability inhibitors, primary screen, ATP luminescence, HTS | P. falciparum stage V gametocytes, 24 h | AID 743093, 2013 | 150,000 tested, 0.065% active | inhibition, % at 10.9 µM;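 active means inhibition above the mean plus 3 SD of compounds within the control limits, set per campaign, cut at about 38% in these data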;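 further: 0% = DMSO wells and 100% = medium only without gametocytes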
Active calls of the source: *; ? = inconclusive; / = not tested or not shown.

The line under a structure holds: Rac1 mut GTP	Rac1 wt GTP bind	Mcl1 Noxa PPI	Mcl1 Bid PPI	Rab7 wt modul	Cdc42 wt	Mcl-1 Bim block	Rab2 wt GTP	HRas wt GTP	Avidin bead fluor	Pf gametocyte
O=S(=O)(c1cccc2nsnc12)N1CCN(c2ccccc2F)CC1
    96	97	4	-4	95	91	-1	94	93	25	2
[O-]/[N+](=C\c1ccccc1)[C@@H]1CCCC[C@@H]1/[N+]([O-])=C/c1ccccc1
    98	100	10	-17	99	102	3	99	100	8	16
COc1ccc2nc(NC(=O)CCn3cccc3)sc2c1
    97	107	21	-43	101	100	0	99	99	9	/
CCCCN(CCCC)c1nc2ccccc2nc1C(C#N)C(=O)NCCCOC (configuration not stated)
    ?	?	-9	-37	?	?	0	?	?	8	/
COc1cnc(SCc2ccc(Cl)c(Cl)c2)nc1Cl
    97	106	11	6	96	103	-1	100	100	10	/
CCCCCOC(=O)c1cc(=O)[nH]c2ccccc12
    100	109	7	-12	102	105	-1	101	104	11	-15
COc1cccc(-c2nc(-c3ccc4c(c3)-c3ccccc3S4(=O)=O)c(-c3ccccc3)[nH]2)c1OC
    101	104	12	-12	93	101	-5	100	99	7	/
Cc1ccc(-c2csc(Nc3ccc(S(N)(=O)=O)cc3)n2)o1
    96	101	64*	-43	103	98	6	100	99	10	12
O=C(/C=C/c1ccccc1)NNC(=O)C1CC1
    101	105	-6	-32	98	101	-1	101	100	/	/
COCCCn1c(SCC(=O)NC(C)(C)C)nnc1-c1ccccc1
    98	101	11	-2	99	101	2	100	100	8	/

Ordered by value in Cdc42 wt (high to low): some entries from above.
compound | Mcl1 Noxa PPI | Mcl1 Bid PPI | Rab7 wt modul | Cdc42 wt | Mcl-1 Bim block | Rab2 wt GTP | HRas wt GTP | Avidin bead fluor
COc1cccc(-c2nc(-c3ccc4c(c3)-c3ccccc3S4(=O)=O)c(-c3ccccc3)[nH]2)c1OC | 12 | -12 | 93 | 101 | -5 | 100 | 99 | 7
COc1ccc2nc(NC(=O)CCn3cccc3)sc2c1 | 21 | -43 | 101 | 100 | 0 | 99 | 99 | 9
O=S(=O)(c1cccc2nsnc12)N1CCN(c2ccccc2F)CC1 | 4 | -4 | 95 | 91 | -1 | 94 | 93 | 25

The listing continues:
The line under a structure holds: Rac1 mut GTP	Rac1 wt GTP bind	Mcl1 Noxa PPI	Mcl1 Bid PPI	Rab7 wt modul	Cdc42 wt	Mcl-1 Bim block	Rab2 wt GTP	HRas wt GTP	Avidin bead fluor	Pf gametocyte
CC(C)CC(=O)OCc1cn(-c2ccccc2)nn1
    98	99	4	-9	99	97	31	100	99	9	/
N#Cc1c(-c2ccc(Br)cc2)cc(-c2cccnc2)nc1N
    100	104	-59	-52	102	102	0	101	102	6	3
CCOc1ccc(NC(=O)CC2C(=O)N(C)C(=S)N2CCCc2ccccc2)cc1 (configuration not stated)
    102	100	11	3	100	104	-7	101	100	12	-14
O=c1oc2cc(OCc3ccc([N+](=O)[O-])cc3)ccc2c2c1CCCC2
    97	100	13	11	95	99	-3	97	100	8	-3
Cc1cccc(C(=O)Oc2coc(CSc3nnc(NC(=O)C4CC4)s3)cc2=O)c1
    95	101	7	-12	97	102	-3	96	99	9	0
CC(=O)c1cnc(N2CCCCC2)nc1C
    98	107	0	-1	107	106	-5	105	105	5	-66
Nc1c(S(=O)(=O)c2cccs2)c2nc3ccccc3nc2n1/N=C/c1cccc(O)c1
    64*	64*	73*	6	73*	45*	20	46*	47*	57*	10
Cc1ccnc(NC(=O)CCC(=O)N(CC(=O)NC2CCCCC2)c2cccc(C)c2C)c1
    99	108	-5	-19	102	102	-2	103	102	28	/
CCCCNC(=O)c1onc(CSc2cccc3ccccc23)c1C(=O)O
    93	91	33	31	94	91	-2	90	93	10	-3
COC(=O)Cc1ccc(NC(=O)c2ccccc2Br)cc1
    100	101	9	-17	99	105	-1	100	101	3	-1
CCOc1ccc(C(=O)N/N=C/c2ccccc2[N+](=O)[O-])cc1
    102	102	13	21	102	103	-6	101	102	8	-3
O=C(NC(=S)Nc1ccc(CN2CCCCC2)cc1)c1cccc(OCc2ccccc2)c1
    98	100	9	-26	95	97	-4	97	97	11	-16
O=S(=O)(NCc1ccncc1)c1ccccc1
    100	104	-23	-35	100	102	-2	102	104	13	5
CCOC(=O)c1c(N)n(-c2ccc(N)cc2)c2nc3ccccc3nc12
    98	99	22	-8	94	98	3	97	97	5	-1
CCOC(=O)C1=C(C)N(c2ccc(OC)cc2)C(=O)/C1=C\c1cccs1
    99	97	19	-26	99	96	-7	99	98	1	-13
COc1ccc(C(=O)NC(Cc2ccccc2)c2ccc3c(c2)OCCCO3)cc1 (configuration not stated)
    98	106	0	0	103	104	-5	104	104	9	/
Cc1ccc2c(c1)[nH]c1c(=O)n(CCN3CCCCC3)cnc12
    96	100	-4	-6	97	101	-2	99	100	25	-16
OC(c1ccc(Cl)cc1)C(O)c1nc2ccccc2[nH]1 (configuration not stated)
    96	97	12	-12	93	97	-2	95	95	4	/
Cn1c(=O)c2c(ncn2CC(=O)N2CCOCC2)n(C)c1=O
    101	103	-5	-18	103	104	4	102	103	6	/
O=C1C2C3CCC(C3NCc3ccccc3)C2C(=O)N1Cc1ccccc1 (configuration not stated)
    95	97	12	-4	98	99	-1	99	99	10	/
Nc1ccc(C(=O)NCC2(c3ccccc3)CCCC2)cc1
    92	91	-5	-35	93	89	0	95	92	7	16
COc1ccc(C(=O)NCCn2cc(SCC(=O)Nc3nnc(C)s3)c3ccccc32)cc1
    95	100	15	-12	98	98	-1	95	97	30	/
CCCCN1CC2([N+](=O)[O-])C=CC(=O)C([N+](=O)[O-])(C1)C2CC(=O)c1ccccc1 (configuration not stated)
    99	102	20	-37	103	100	-2	99	100	10	1
CNc1nc(-c2ccccc2)cc(C(F)(F)F)c1C#N
    97	95	10	-2	95	99	1	95	98	39	/
S=C(NCc1ccco1)Nc1ccc2c(c1)OCCO2
    96	103	9	-26	105	98	-2	103	99	10	-24
CC(=O)NCC1CCCN(c2nc3nonc3nc2N(C)Cc2ccccc2)C1 (configuration not stated)
    ?	?	-3	-23	?	?	16	?	?	11	/
O=C(NCCCN1CCc2ccccc2C1)C1CCN(S(=O)(=O)N2CCC3(CC2)OCCO3)CC1
    96	97	-6	-11	99	96	1	97	97	25	27
N/C(=N\OC(=O)COc1ccc(Cl)cc1)c1ccc(Cl)cc1
    96	98	16	2	98	97	-4	97	97	7	-3
O=C(CNc1ccccc1)N/N=C/c1ccc2c(c1)OCO2
    98	100	16	-20	99	101	0	98	101	8	/
Cc1nnc(SCC(=O)NCC2CCCO2)n1-c1ccccc1 (configuration not stated)
    103	114	1	-43	109	115	-5	105	108	9	/
CC1=C(C(=O)O)N2C(=O)C(NC(=O)c3nn(C)cc3[N+](=O)[O-])C2SC1 (configuration not stated)
    94	97	7	-28	94	97	-2	94	94	8	-7
Brc1c(-c2ccc3c(c2)OCO3)nc2ncccn12
    95	97	16	-23	96	95	3	96	97	9	8
CCOC(=O)N1CCC(c2[nH][nH]c(=O)c2C)CC1
    99	111	-12	-112	102	106	-160	101	106	6	/
C=CCn1c(=O)[nH]c2cc(C(=O)N3CCN(c4cc(C)ccc4C)CC3)ccc2c1=O
    94	93	/	-3	92	96	3	92	96	9	-8
COc1ccc(-c2[nH]ncc2-c2cnn(-c3ccccc3)c2)c(O)c1
    100	107	30	-10	100	103	-4	103	101	12	-46
COc1ccccc1OCC(=O)N(Cc1nc(-c2ccccc2)no1)C1CCCCC1
    96	94	8	-4	95	98	4	96	97	14	-42

Structures listed so far that contain an aryl methoxy group (8):
The line under a structure holds: Rac1 mut GTP	Rac1 wt GTP bind	Mcl1 Noxa PPI	Mcl1 Bid PPI	Rab7 wt modul	Cdc42 wt	Mcl-1 Bim block	Rab2 wt GTP	HRas wt GTP	Avidin bead fluor	Pf gametocyte
COc1ccc2nc(NC(=O)CCn3cccc3)sc2c1
    97	107	21	-43	101	100	0	99	99	9	/
COc1cnc(SCc2ccc(Cl)c(Cl)c2)nc1Cl
    97	106	11	6	96	103	-1	100	100	10	/
COc1cccc(-c2nc(-c3ccc4c(c3)-c3ccccc3S4(=O)=O)c(-c3ccccc3)[nH]2)c1OC
    101	104	12	-12	93	101	-5	100	99	7	/
CCOC(=O)C1=C(C)N(c2ccc(OC)cc2)C(=O)/C1=C\c1cccs1
    99	97	19	-26	99	96	-7	99	98	1	-13
COc1ccc(C(=O)NC(Cc2ccccc2)c2ccc3c(c2)OCCCO3)cc1 (configuration not stated)
    98	106	0	0	103	104	-5	104	104	9	/
COc1ccc(C(=O)NCCn2cc(SCC(=O)Nc3nnc(C)s3)c3ccccc32)cc1
    95	100	15	-12	98	98	-1	95	97	30	/
COc1ccc(-c2[nH]ncc2-c2cnn(-c3ccccc3)c2)c(O)c1
    100	107	30	-10	100	103	-4	103	101	12	-46
COc1ccccc1OCC(=O)N(Cc1nc(-c2ccccc2)no1)C1CCCCC1
    96	94	8	-4	95	98	4	96	97	14	-42
